Ba/F3 V617F tox – reduced viability of JAK2V617F-dependent Ba/F3 cells, primary screen, JAK2V617F inhibitor project, cell-based, Ba/F3 EpoR-JAK2V617F, luminescence. ATP luminescence. inhibition, % at 5.6 µM. actives 1.1% (n = 220,000);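 active = inhibition above the campaign mean plus 3 SD over all tested compounds, cut at about 24% in these data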;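 also: cytokine-independent growth of Ba/F3 cells driven by EpoR plus mutant JAK2; 0% = DMSO-treated cells and 100% = JAK inhibitor I control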
S1P4 ag – S1P4 receptor agonists, primary screen, cell-based; S1P4-expressing cell line, agonist reporter assay; Sphingosine 1-phosphate receptor 4 (Homo sapiens), O95977; activation, % at 4.98 µM; AID 1509, 2009; actives 0.35% (n = 220,000); in the data active = activation above about 11%;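 also: 0% = DMSO vehicle and 100% = reference agonist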
RBBP9 inh – human RBBP9 inhibitors, primary screen, biochemical, fluorescence polarization, FP-Rh probe, HTS; actives 0.2% (n = 220,000); inhibition, % at 7.94 µM; recombinant RBBP9;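 active = inhibition above the campaign mean of all tested compounds plus 3 SD, cut at about 14% in these data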;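 also: plate controls were DMSO wells with RBBP9 for no effect and wells lacking RBBP9 protein for full effect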
Target sequence (O75884 whole entry, looked up): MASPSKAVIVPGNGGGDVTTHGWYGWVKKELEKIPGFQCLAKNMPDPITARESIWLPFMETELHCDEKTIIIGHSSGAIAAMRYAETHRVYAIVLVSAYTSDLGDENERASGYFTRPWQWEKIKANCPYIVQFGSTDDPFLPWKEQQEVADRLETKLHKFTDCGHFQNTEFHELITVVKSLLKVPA
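Test system: recombinant human RBBP9; Timing: 30 min then 45 min, 25 °C; Detection: fluorescence polarization; Control set: RBBP9 with DMSO as uninhibited control, no-protein wells as full inhibition; Compound dosing: one concentration, 7.94 µM nominal, 0.794% DMSO; Probe or stimulus: FP-Rh activity-based probe, 375 nM before mixing.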
Runt-CBFb FRET – inhibitors of RUNX1 Runt–CBFb binding, primary screen, biochemical, FRET, Cerulean-Runt, Venus-CBFb, uHTS; inhibition, % at 20 µM; actives 0.46% (n = 220,000); AID 1496, 2009; Runt-related transcription factor 1 (Homo sapiens) + Core-binding factor subunit beta …; Cerulean-Runt/Venus-CBFb FRET ratio 530/480, 1 h;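 active = inhibition over about 50% at 20 µM in the single-dose screen, limit read from the data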;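 also: 0% = DMSO wells and 100% = excess unlabeled CBFb competitor control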
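Schedule: protein complex preformed 1 h, compound exposure 1 h, room temperature, dark; test system: Cerulean-labeled Runt domain protein; amount: 100 nM per protein; buffer or medium: Tris 50 mM pH 7.5, KCl, K2SO4, 0.01% BSA; read-out: loss of energy transfer signal; detection: FRET fluorescence; controls: 5 µM unlabeled CBFb as full-inhibition high control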
BaF3 tox – parental Ba/F3 cell viability inhibition, counter-screen for JAK2V617F inhibitor project, murine pro-B, CellTiter-Glo luminescence; CellTiter-Glo ATP luminescence; inhibition, % at 5.6 µM; actives 1.1% (n = 220,000); AID 1486, 2009;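 active = inhibition above a per-campaign cutoff, the mean inhibition of all tested compounds plus 3 SD, cut at about 27% in these data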;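 also: 0% = DMSO wells and 100% = JAK Inhibitor I control wells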
S1P4 antag – S1P4 receptor antagonists, primary screen, cell-based; Sphingosine 1-phosphate receptor 4 (Homo sapiens), O95977; inhibition, % at 4.98 µM; S1P4-expressing cells, antagonist mode, reporter read-out; actives 0.26% (n = 220,000); in the data active = inhibition above about 29%;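 also: 0% = wells stimulated with agonist and 100% = vehicle wells without agonist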
NPY-Y1 antag – NPY-Y1 receptor antagonists, primary screen, cell-based; HEK293-CNG Y1 cells, membrane potential fluorescence; NPY at EC95, then isoproterenol; inhibition, % at 3.6 µM; actives 1% (n = 200,000);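 active = inhibition above the campaign mean inhibition of all tested compounds plus 3 SD, cut at about 20% in these data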;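 also: 0% = DMSO wells given NPY plus isoproterenol and 100% = isoproterenol alone without NPY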
Target sequence (P25929 whole entry, looked up): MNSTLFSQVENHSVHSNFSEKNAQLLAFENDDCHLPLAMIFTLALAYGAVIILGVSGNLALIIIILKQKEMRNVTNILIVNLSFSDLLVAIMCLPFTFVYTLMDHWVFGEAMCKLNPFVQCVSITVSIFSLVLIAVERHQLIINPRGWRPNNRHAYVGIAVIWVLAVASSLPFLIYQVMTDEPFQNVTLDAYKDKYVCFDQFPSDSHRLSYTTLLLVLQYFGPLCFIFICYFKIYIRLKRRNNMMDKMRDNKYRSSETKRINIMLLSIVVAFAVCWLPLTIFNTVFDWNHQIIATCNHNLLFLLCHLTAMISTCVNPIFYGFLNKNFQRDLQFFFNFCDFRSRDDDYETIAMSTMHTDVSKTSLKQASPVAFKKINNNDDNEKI
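Material: HEK293 cells with Y1 receptor plus CNG channel; times: compound incubation 1 h at room temperature, readout 45 min post-stimulation; signal: fluorescence, membrane potential probe; read-out basis: fluorescence ratio normalized to % inhibition between controls; benchmarks: full-block control isoproterenol-only wells, zero-block control NPY plus isoproterenol wells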
NPY-Y1 PAM-ag – NPY-Y1 receptor potentiators or agonists, primary screen, cell-based; NPY-Y1 expressing cells, potentiator/agonist activation; actives 0.37% (n = 220,000); activation, % at 3.6 µM; Neuropeptide Y receptor type 1 (Homo sapiens), P25929; in the data active = activation above about 33%, passing the limit was not always enough;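 also: cells stimulated with NPY at EC10 then isoproterenol at EC100; 0% = low agonist plus stimulus and 100% = saturating agonist plus stimulus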
NPY-Y2 PAM-ag – NPY-Y2 potentiators or agonists, primary screen, cell-based | Neuropeptide Y receptor type 2 (Homo sapiens), P49146 | cells expressing NPY-Y2, potentiator/agonist read-out | activation, % at 3.6 µM | actives 0.45% (n = 220,000); in the data active = activation above about 27%;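 also: cells stimulated with NPY near EC25 plus isoproterenol at EC100; 0% = vehicle plus submaximal agonist and 100% = vehicle plus saturating agonist; some results beyond the cut were filed as inactive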
Target sequence (P49146 whole entry, looked up): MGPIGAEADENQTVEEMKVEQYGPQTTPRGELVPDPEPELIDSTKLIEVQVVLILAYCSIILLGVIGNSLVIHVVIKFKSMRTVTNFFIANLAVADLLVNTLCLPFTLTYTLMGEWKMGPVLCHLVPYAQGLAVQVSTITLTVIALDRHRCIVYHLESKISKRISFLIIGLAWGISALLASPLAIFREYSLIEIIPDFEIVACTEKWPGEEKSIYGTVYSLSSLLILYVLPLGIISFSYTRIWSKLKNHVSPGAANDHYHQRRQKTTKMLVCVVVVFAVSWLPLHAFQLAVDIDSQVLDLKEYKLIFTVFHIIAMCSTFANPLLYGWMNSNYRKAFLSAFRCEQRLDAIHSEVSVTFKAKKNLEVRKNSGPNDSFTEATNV
* hit, by the source's call; . = not tested or not shown.

SMILES	Ba/F3 V617F tox	S1P4 ag	RBBP9 inh	Runt-CBFb FRET	BaF3 tox	S1P4 antag	NPY-Y1 antag	NPY-Y1 PAM-ag	NPY-Y2 PAM-ag
CCOC(=O)c1c(C)[nH]c(C(=O)COC(=O)C(C)N2C(=O)C3CCCCC3C2=O)c1C (configuration not stated)	-2.3	-0.9	-7.7	-5.5	5.0	-0.9	-4.2	-15.0	2.3
Cc1ccc(O)c(NC(=S)NC(=O)/C=C/c2ccco2)c1	5.5	0.6	-8.7	-2.0	0.0	0.2	-5.5	2.4	2.7
CC(C)c1c(O)c2c(n(-c3ccccc3)c1=O)CCCC2	-0.6	1.5	-7.6	0.8	3.1	-4.1	12.2	-10.9	0.5
CCOC(=O)N1CCC(Nc2c(Nc3ccc(C)c(C)c3)c(=O)c2=O)CC1	-2.5	2.5	-5.3	0.2	2.6	-4.9	3.9	6.5	4.8
Cc1ccccc1S(=O)(=O)/N=C(/Nc1c(C)n(C)n(-c2ccccc2)c1=O)c1ccccc1	-3.4	-0.6	-3.8	-0.8	-3.1	-13.3	12.6	4.3	-2.8
CCCNc1c(N)c(=O)c1=O	1.4	-0.8	-0.2	-0.4	-2.4	-7.4	.	9.5	-8.4
CN(C)S(=O)(=O)N(CC(=O)Nc1ccccc1F)c1ccccc1	2.3	-0.6	-7.5	-2.8	5.9	-7.8	5.1	3.5	-14.2
Cc1cccc(NC(=O)CCC(=O)OCC(=O)c2ccc(Oc3ccc([N+](=O)[O-])cc3)cc2)c1	-1.1	-0.1	-3.5	-2.6	6.4	-13.2	6.6	52.9*	47.5*
Cc1ccc(-c2nnn(CC(=O)N(c3ccccc3)C(C(=O)NCC3CCCO3)c3ccc(Cl)cc3)n2)cc1 (configuration not stated)	-3.7	-0.8	-2.3	-4.1	3.3	-15.9	3.3	-11.8	4.2
Cc1ccc(CNC(=O)C2=NNC(=O)CC2)cc1	0.5	0.8	-5.4	-0.7	4.5	-12.0	-0.5	0.2	-6.0
C/C(=N\NC(=O)CSc1nc2ccccc2o1)c1cccc(O)c1	1.1	0.8	-3.8	-0.1	-1.6	-30.5	.	1.1	-17.2
C#CCn1c(=O)cc(C)c2ccccc21	-1.7	0.0	-5.7	1.3	-0.2	-6.3	0.5	-4.7	5.6
CCOc1ccc(NC(=O)Cn2cncc2-c2ccc([N+](=O)[O-])cc2)cc1	4.2	-1.8	-5.1	-3.1	3.2	-3.8	-0.4	7.4	7.5
c1csc(C2=Nn3c(nnc3-c3ccncc3)SC2)c1	-2.5	1.6	0.4	1.7	-7.5	2.0	2.6	31.3	15.7
CCCC1=C(C(=O)OCC)C(c2ccccc2OCC)NC(=O)N1C (configuration not stated)	2.8	0.3	-3.5	-3.5	4.3	-8.9	2.6	8.4	17.9
COC(=O)C1=C(NC(=O)COc2ccc(Cl)cc2Cl)CCS1	2.1	-0.3	-0.3	-1.2	5.7	10.8	-0.1	12.5	-5.4
Cc1ccccc1OCCn1cc(/C(N)=N/O)c2ccccc21	5.2	-0.2	-11.8	-1.4	2.1	-4.7	-0.9	-30.0	-13.4
Fc1ccc(C2CC(c3ccco3)=Nc3ccccc3S2)cc1 (configuration not stated)	2.4	0.3	4.5	50.8*	10.8	21.4	2.0	-7.9	3.2
CCc1nnc(NC(=O)CSc2nnc(-c3ccc(O)cc3)n2C)s1	-0.6	0.1	-0.4	1.0	4.3	-11.7	1.1	-4.3	3.0
Cc1ccc(/C=C/C(=O)O)cc1S(=O)(=O)N1CCC(Cc2ccccc2)CC1	-6.6	-0.4	-12.9	-1.0	-3.5	-0.1	.	11.1	26.1
CCCC(=O)n1nc(-c2cccnc2)nc1N	-7.2	2.2	-5.5	-2.1	-1.3	-5.4	1.8	2.6	12.2
Nc1c(N=Nc2ccccc2F)c(=O)[nH]n1-c1ccccc1	3.8	1.7	-4.3	-0.4	7.0	-15.6	-1.2	10.9	13.9
CCOC(=O)Cn1nc(-c2ccccc2)nc1-c1ccccc1	-4.3	0.9	-3.3	-0.8	3.5	2.7	12.3	3.2	3.5
CN(C)S(=O)(=O)c1cccc(NC(=O)COC(=O)c2cc(-c3cccc(Br)c3)nc3ccccc23)c1	2.9	-0.8	-21.3	-1.1	9.5	-9.1	0.6	-21.0	-5.8

Results in Runt-CBFb FRET, S1P4 ag and Ba/F3 V617F tox, for 3 of the compounds above:
Compound	Runt-CBFb FRET	S1P4 ag	Ba/F3 V617F tox
CCCNc1c(N)c(=O)c1=O	-0.4	-0.8	1.4
CN(C)S(=O)(=O)N(CC(=O)Nc1ccccc1F)c1ccccc1	-2.8	-0.6	2.3
Cc1cccc(NC(=O)CCC(=O)OCC(=O)c2ccc(Oc3ccc([N+](=O)[O-])cc3)cc2)c1	-2.6	-0.1	-1.1

Further entries follow:
SMILES	Ba/F3 V617F tox	S1P4 ag	RBBP9 inh	Runt-CBFb FRET	BaF3 tox	S1P4 antag	NPY-Y1 antag	NPY-Y1 PAM-ag	NPY-Y2 PAM-ag
Cc1cc(/C=C2/NC(=O)N(c3ccccc3)C2=O)c(C)n1C(C)C	1.9	1.5	-8.2	-2.3	2.4	-5.8	-3.6	4.6	4.0
COC(=O)CSC1=C(C#N)C(c2ccccc2)CC(=O)N1 (configuration not stated)	4.3	-3.5	-9.9	-1.2	3.6	-9.5	-2.2	-1.8	-8.4
Cc1nn(CC(=O)Nc2nc3ccccc3s2)c(C)c1[N+](=O)[O-]	-2.1	-0.6	-4.7	-2.6	3.0	15.3	4.1	-1.8	0.3
c1csc(-c2noc(COc3ccc4c(c3)CCCC4)n2)c1	4.5	0.5	-0.3	-0.8	6.6	-12.8	19.9	-29.1	-36.0
CC1=NC(C)Cc2ccccc21 (configuration not stated)	-2.9	2.4	-5.6	1.3	4.4	-9.8	0.9	-4.9	2.2
Cc1nc(NC(=O)c2ccc3c(c2)OCO3)ccc1Br	-2.6	0.7	-9.4	1.7	0.5	10.8	4.2	2.3	2.0
Cc1cc(C(=O)N/N=C/c2cccc([N+](=O)[O-])c2)c(C)o1	2.7	0.4	0.0	-2.0	5.9	12.1	5.8	10.7	0.6
COc1ccccc1C(=O)C1CCCN(C(=O)CCn2cnnn2)C1 (configuration not stated)	-2.5	-0.8	-6.3	0.6	1.1	-1.9	.	17.8	17.4
Nc1ccc(C(=O)OCCCc2nc3cc4ccccc4cc3[nH]2)cc1	2.9	-1.2	-7.0	2.7	1.1	-5.1	.	-28.0	-26.7
Cc1nonc1C(=O)N/N=C/c1ccc([N+](=O)[O-])o1	3.6	0.8	-11.3	2.3	-1.2	-14.0	-1.6	-2.1	-10.9
CC(=Nc1ccc(Br)cc1)c1sc2ccccc2c1O	0.0	2.6	-3.4	9.3	-0.6	4.0	.	-14.6	-1.6
CCOC(=O)c1[nH]c(C)c(C)c1C	2.8	-0.5	-6.0	-4.7	1.4	4.3	1.9	-5.6	2.1
Cc1cc(C)nc(NN=C2CCCC2)n1	0.9	-3.0	0.0	2.6	5.8	0.5	-0.8	-2.7	6.6
CC(=O)c1c(C)[nH]c(C(=O)N2CCN(c3cc(Cl)ccc3C)CC2)c1C	-2.3	-2.0	7.9	-1.1	1.8	3.7	1.2	3.5	-5.9
O=C(CN(C(=O)c1ccc(Cl)cc1Cl)N1C(=O)C2C3C=CC(C3)C2C1=O)c1ccc(F)cc1 (configuration not stated)	5.8	-0.5	-5.5	.	4.4	-6.9	2.2	10.3	0.5
CC(=O)c1sc2nc(=O)c(C)nn2c1C	-3.4	0.9	-9.6	0.6	1.1	-34.8	-4.9	12.8	-0.9
O=C(NCCCn1ccnc1)/C(=C\c1ccco1)NC(=O)c1ccco1	-0.5	0.9	5.2	-2.3	10.7	-11.4	-3.3	-6.0	-3.9
NCC(=O)NCC(=O)OCc1ccccc1	9.5	-3.3	-2.3	0.0	8.9	-1.3	-0.7	-3.2	-23.5
CCCNC(=O)c1cccc(COc2ccccc2OC)c1	1.4	1.4	-2.8	1.0	6.1	-3.3	-2.4	4.0	2.3
CCn1c(=O)cc(SCC(=O)Nc2cc(OC)c(OC)c(OC)c2)c2ccccc21	-0.4	1.2	-6.2	-0.7	6.2	-16.7	-1.8	4.0	7.2
COc1cc(NC(=O)c2cccc(F)c2)cc(OC)c1OC	-2.6	0.3	4.8	1.9	5.0	-10.7	-0.2	-9.2	11.9
CCCc1[nH]nc2c1C(c1cc(OC)cc(OC)c1)C(C#N)=C(N)O2 (configuration not stated)	-1.0	-0.4	-2.5	-1.1	4.0	-1.9	5.9	12.5	-2.2
COc1ccc(CCNC(=O)Cn2ccc3c(OC)cccc3c2=O)cc1OC	-0.4	1.0	-1.7	0.0	-0.5	2.6	.	-1.5	7.0
Cc1cccn2c(=O)c3cc(C(=O)O)n(C)c3nc12	-0.1	1.2	-0.7	11.8	3.8	1.3	2.4	4.8	-1.5
CCCCOc1cc(=O)[nH]c(=O)[nH]1	-1.3	-0.7	-3.9	-0.6	2.1	-8.6	2.9	-4.2	12.3
c1ccc(-c2oc3ncnc(NCCCN4CCOCC4)c3c2-c2ccccc2)cc1	2.4	-0.6	-7.6	0.7	8.6	-11.2	10.6	8.1	-8.5
COC(=O)/C(=C\Nc1ccc(Oc2ccc(F)cc2F)nc1)NC(=O)c1ccccc1	0.0	0.4	-4.6	1.0	36.2*	-4.5	.	-3.3	10.2
Cc1nc2cc(-c3ccc(Cl)cc3)nn2c(NCCN(C)C)c1C	0.8	-0.5	-8.9	1.1	8.3	10.9	8.5	8.5	-1.5
Cc1cccc(CCN(C(=O)Cc2cccs2)C(C(=O)NC2CCCCC2)c2cccnc2)c1 (configuration not stated)	-0.9	-2.0	-2.3	-0.7	5.3	-4.1	-2.9	16.1	-10.3
N#Cc1nc(-c2ccc(F)cc2)oc1NCc1ccccc1	-3.9	1.0	0.7	0.9	-3.9	-20.0	6.6	-19.6	6.7
O=C(Nn1cnnc1)C(Sc1ccccc1)c1ccccc1 (configuration not stated)	-0.1	0.0	-7.1	-1.1	4.7	-5.2	-6.8	9.4	-24.8
COc1ccc(C(=O)COC(=O)C(C(C)C)N2C(=O)C3C4C=CC(C4)C3C2=O)cc1 (configuration not stated)	1.4	1.2	1.6	-0.4	2.0	-5.0	-0.8	-6.0	-8.9

Screens from PubChem.

No enrichment for hits; 3.6% or so of the library scored in one or more.
